High-throughput results as filed in PubChem.
CaV13 FRET inh – Disruptors of the CACNA1D IQ motif to Ca2+-dependent inactivation inhibitor domain association, primary screening, Förster resonance energy transfer in intact living …; AID 743397; HEK cells, CFP/YFP FRET ICDI-IQ, plate reader, 10 min; percent FRET-ratio fall versus neutral wells; 340,000 compounds, 0.098% hits; inhibition, % at 12.3 µM;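 active means mean replicate inhibition of at least 30% and at least 1% of replicates passing that level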;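 further: 0% = median of the neutral control wells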
NR2E3 ag-1 – agonists of human nuclear receptor NR2E3; Q9Y5X4; GST-NR2E3/biotin-RetCOR TR-FRET, 1536-well; inhibition of corepressor binding, % at 4.78 µM; 320,000 compounds, 0.12% hits; AID 2300;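 active means percent inhibition above the cutoff of mean plus 3 SD of all tested compounds, set per screening campaign, cut at about 20% in these data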;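 further: 0% = DMSO wells and 100% = biotin wells as full block of FRET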
Target sequence (Q9Y5X4 whole entry, looked up): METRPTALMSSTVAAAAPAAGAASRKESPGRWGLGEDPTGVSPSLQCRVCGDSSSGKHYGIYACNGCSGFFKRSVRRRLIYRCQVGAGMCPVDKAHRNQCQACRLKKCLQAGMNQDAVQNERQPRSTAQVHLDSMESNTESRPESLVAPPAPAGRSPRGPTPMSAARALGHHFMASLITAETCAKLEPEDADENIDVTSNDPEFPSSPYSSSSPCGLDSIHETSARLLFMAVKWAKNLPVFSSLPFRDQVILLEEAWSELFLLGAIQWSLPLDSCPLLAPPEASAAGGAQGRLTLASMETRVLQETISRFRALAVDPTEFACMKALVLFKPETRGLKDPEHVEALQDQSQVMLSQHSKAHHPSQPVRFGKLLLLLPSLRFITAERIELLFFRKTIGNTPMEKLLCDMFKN
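Material – GST-tagged NR2E3 plus biotinylated RetCOR corepressor · Quantity – NR2E3 fusion 1.35 nM · Times – 5 h incubation at 4 °C · Medium – pH 7.5 Tris-based buffer · Technique – TR-FRET, Eu(K)-anti-GST donor, streptavidin-D2 acceptor, ex 340, em 617/671 nm · Benchmarks – high control biotin, low control 0.6% DMSO · Format – 1536-well plates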
TRPM1 prom inh – inhibitors of MITF-driven TRPM1 promoter in melanoma cells. AID 488899. 330,000 compounds, 0.83% hits. inhibition, % at 12.5 µM. SK-MEL-5 TRPM1 promoter luciferase, 24 h;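 active means mean inhibition across replicates of 60% or more, whatever share of single replicates reaches that level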; further: values of inactives mirror those of a sister screen read the other way
hiPSC survival – enhancers of human iPSC single-cell survival; 360,000 compounds, 0.044% hits; hiPSC single-cell survival, ATPlite luminescence; 100% = ROCK inhibitor wells, 0% = DMSO; AID 602274; survival enhancement, % at 20 µM; in the data active means survival enhancement above about 18%;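 further: cells exposed to compounds for 16 hours before the ATP read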
HIF-2a block – HIF-2a inhibition; 360,000 compounds, 0.72% hits; inhibition, % at 18.8 µM; 786-0 RCC cells HIF-2a reporter, luciferase luminescence, overnight;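 active means inhibition of the luminescence signal of 40% or more relative to plate controls, in a single-dose primary screen at 18.75 µM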
Exocytosis inh – blocks lytic granule exocytosis; inhibition, % at 10 µM; 360,000 compounds, 0.66% hits; TALL-104 LAMP-1 surface exposure, flow cytometry; cells stimulated with thapsigargin and PMA; AID 651702;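 active means inhibition above about 55%, limit read from the data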
NR2E3 ag-2 – human photoreceptor-specific nuclear receptor agonism; Q9Y5X4; CHO-S Gal4-NCOR/VP16-NR2E3 two-hybrid, luciferase; inhibition of corepressor binding, % at 3.98 µM; 360,000 compounds, 0.35% hits; AID 602229;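 active means inhibition above the mean of all tested compounds plus 3 SD, cut at about 70% in these data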;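 further: 0% = DMSO with NR2E3 transfected cells and 100% = cells lacking NR2E3 construct; higher means lower luciferase signal from less NR2E3 corepressor binding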
Vif imaging – HIV Vif inhibition; HEK293T cells, Vif self-association by quenched fluorescence, imaging, 24 h; inhibition, % at 7.49 µM; 340,000 compounds, 0.35% hits; AID 602346; in the data active means inhibition above about 50%, passing the limit was not always enough; further: some results filed as inactive read as strong as hits
aDG glyco up – alpha-DG glycosylation activation | Pro5-aDG cells, alpha-DG glycosylation AlphaScreen (IIH6); 0% Pro5, 100% B10-LARGE cell signal | activation, % at 10 µM | AID 624168 | 360,000 compounds, 0.22% hits;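 active means activation of at least 8% versus controls, or a plate z-score of at least 8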;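 further: Pro5 are CHO cells carrying HIG-tagged alpha-DG that lacks glycosylation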
Peg3 prom inh – reduces Peg3 promoter-driven luciferase expression in HeLa | HeLa PEG-Prom luciferase reporter, luminescence, overnight | inhibition, % at 20 µM | 360,000 compounds, 1.7% hits | AID 588405;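 active means inhibition of at least 50% at 20 µM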
PDI turbidity – inhibitors of human protein disulfide isomerase; P07237; PDI insulin aggregation turbidity, A650, 90 min; inhibition, % at 10 µM; 350,000 compounds, 0.052% hits; AID 588391;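 active means mean inhibition across replicates of 30% or more, whatever share of single replicates reach that level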;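 further: absorbance from insulin aggregation driven by PDI reduction with DTT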
Active calls of the source: *; . = not tested or not shown; & = joins results of further samples. This is a subset, so the mix of outcomes need not match the whole.

nr	molecule	CaV13 FRET inh	NR2E3 ag-1	TRPM1 prom inh	hiPSC survival	HIF-2a block	Exocytosis inh	NR2E3 ag-2	Vif imaging	aDG glyco up	Peg3 prom inh	PDI turbidity
1	CCC(=NCCN1CCOCC1)c1c(O)n(-c2ccccc2C)c(=O)[nH]c1=O	-9	-1	3	0.3	20	-1	-23	0	0.2	7	1
2	CCCCN1C(=O)/C(=C/C=C/c2ccco2)C(=O)NC1=S	-5	.	3	-0.8	16	3	-23	3	0.4	5	4
3	COc1ccc(-c2ccc(OC)c(OC)c2OC)cc1	-2	.	7	-1.0	-154	-2	-87	-3	0.0	-65	-11
4	CCCC[n+]1cc(/N=C(\[O-])OC)on1	-6	3	-10	2.9	7	1	-5	.	0.0	-4	-8
5	CN1CCC(OC(=O)c2cccc(F)c2)CC1	-15	-3	-10	-0.5	-88	-5	-16	14	0.1	6	-13
6	C=CCn1c(O)c(C(C)=NCCc2ccccc2)c(=O)[nH]c1=O	-5	1	-10	-0.1	-9	2	-7	0	-0.2	-5	1
7	O=C(O)COc1ccc(Cl)cc1Cl	1	-2	-13	0.4	-55	1	2	1	-0.1	-59	2
8	O=[N+]([O-])c1ccc(N2CCNCC2)cc1N1CCCCCC1	-7	0	-7	-0.3	-16	1	-1	4	-0.4	-6	-7
9	CCCCOc1ccc(CN2CCN(CC)CC2)cc1	.	0	-31	-0.3	-60	1	-6	4	1.0	-59	-7
10	OCCNc1c2c(nc3ccccc13)CCCC2	0	-1	0	2.6	6	-2	-10	4	0.7	11	-6
11	COc1cc(CN=C(C)c2c(O)n(C3CCCCC3)c(=O)[nH]c2=O)cc(OC)c1	-19	0	-12	-0.5	30	-26	-1	-10	0.0	12	-4
12	O=C1C(=Cc2ccccc2)N2CCC1CC2	-5	.	2	0.8	1	2	28	3	0.0	6	1
13	Cc1cccc(Cn2cc(C=O)c3ccccc32)c1	-19	0	23	-0.3	11	1	-27	13	0.5	69*	4
14	O=[N+]([O-])c1ccc(CNCCc2ccccc2)cc1	-4	0	-4	-0.8	-14	-5	-10	4	0.1	-8	-9
15	CN(C(=O)Oc1ccc([N+](=O)[O-])cc1)c1ccccc1	-4	3	-16	-1.5	-32	2	-15	-10	0.5	-8	-5
16	Cc1cc(-c2cc(C)c(N)c(C)c2)cc(C)c1N	.	.	0	0.0	15	-1	1	2	-0.3	-9	.
17	O=C1NC(=O)C(Cc2ccccc2)(Cc2ccccc2)C(=O)N1Cc1ccccc1	-5	.	5	-2.2	17	7	12	-8	0.0	31	5
18	COc1cccc(CN2CCN(c3ccc(F)cc3)CC2)c1OC	-5	.	.	1.1	-3	-3	7	-2	0.1	1	-1
19	Nc1nc(N)c2cnnn2n1	-7	.	-8	3.9	9	-10	-2	3	0.3	-1	-3
20	Cc1cccc(-n2c(O)c(C=Nc3ccc(S(N)(=O)=O)cc3)c(=O)[nH]c2=O)c1	-2	7	5	-0.7	-3	1	-1	1	-0.1	-1	4
21	Cc1cc(N(CCCl)CCCl)ccc1C=Cc1ccncn1	-31	.	-9	5.5	-17	0	-61	77*	0.7	-16	-2
22	Cc1[nH]c2ccccc2c1CCN	-5	-1	-1	-2.2	10	1	-15	2	-0.2	10	23
23	CN1C(=O)N(C)C(=O)C2(Cc3ccccc3N3CCCC32)C1=O (stereo not given)	-19	-2	.	-0.4	12	0	-1	7	-0.2	10	7
24	O=C(c1ccc(F)cc1)N1CCC2(CC1)OCCO2	-2	2	1	-0.8	19	-5	10	-1	-0.1	20	3
25	COc1ccc(CCNCc2sccc2C)cc1OC	-7	4	-8	-0.8	11	0	-5	-1	0.1	4	1
26	CC(=O)Nc1ccc(S(=O)(=O)NC(CC(=O)N2CCC3(CC2)OCCO3)C(C)C)cc1 (stereo not given)	0	2	-2	-3.7	-1	4	-9	-3	-0.1	11	3
27	COC(=O)C1=C(c2ccc3ccccc3c2)C[C@@H]2CC[C@H]1N2C(=O)NC1CC1	-3	4	4	0.5	23	24	-6	0	-0.2	2	-7
28	COc1cc([N+](=O)[O-])c2ncccc2c1[N+](=O)[O-]	.	.	.	-0.8	43*	29	13	3	0.4	48	.
29	CCc1ccc(N2C(=O)NC(=O)C(CCc3ccncc3)(CCc3ccncc3)C2=O)cc1	-4	3	-8	0.9	8	1	-16	-8	0.0	9	3
30	O=C(Cc1ccc([N+](=O)[O-])cc1)N1CCN(Cc2ccc3c(c2)OCO3)CC1	-20	3	.	-0.4	3	0	-25	-2	0.0	5	-2
31	CC(=O)OC1(c2ccccc2)CCN(C)C2CCCCC21 (stereo not given)	.	-2	-7	-1.5	-3	4	-16	0	-0.1	-1	1
32	Cc1cccc(-n2c(-c3cccs3)nc3ccccc3c2=O)c1	-8	1	7	0.7	-7	24	0	1	0.5	14	-6
33	Cc1cccc(N2CCc3c2nc2ccccc2c3N)c1	-1&-5	-1&-1	7&3	-3.5&-0.4	-62&-64	-4&-4	-40&-19	3&10	-0.1&0.3	-40&-42	-1&4
34	CN(C)c1ccc(C=C2C(=O)NC(=S)NC2=O)cc1[N+](=O)[O-]	-7	2	6	-0.8	15	3	-5	2	1.2	14	-11
35	Cc1cc(-c2ccccc2)cc(-c2ccccc2)[n+]1CCc1ccccc1	-5	2	65*	-2.6	-30	-1	16	-20	0.3	-36	1
36	CCC(=O)OC(Cc1ccccc1)(c1ccccc1)[C@H](C)CN(C)C (stereo not given in full)	.	.	-3	-4.7	-7	-5	-6	-5	0.4	-27	-4
37	COc1ccc(SCC2CN(C)CCC2c2ccc(F)cc2)cc1 (stereo not given)	-17	-1	5	-0.6	9	55	18	-38	-0.1	20	-3
38	CCC1C(c2ccccc2)NC(c2ccccc2)CC1(O)c1ccc(F)cc1 (stereo not given)	-5	-1	-8	-0.6	18	7	5	-1	0.5	-5	4
39	CCC(=NCC1CCCO1)c1c(O)n(-c2ccccc2)c(=O)[nH]c1=O (stereo not given)	.	-1	8	1.0	7	0	-5	2	0.9	8	18
40	COc1ccc(-n2c(-c3ccccc3F)nc3ccccc3c2=O)cc1	-9	.	.	0.1	4	3	1	0	-0.2	9	1
41	COC(=O)C1=C(c2cc3ccccc3o2)C[C@@H]2CC[C@H]1N2C(=O)NCc1cccc2ccccc12	-6	1	6	-1.4	18	-2	-16	-10	0.2	7	-5

Three structures already listed, sorted by molecular weight, descending.
nr	molecule	CaV13 FRET inh	NR2E3 ag-1	TRPM1 prom inh	hiPSC survival	HIF-2a block	Exocytosis inh	NR2E3 ag-2	Vif imaging	aDG glyco up	Peg3 prom inh	PDI turbidity
26	CC(=O)Nc1ccc(S(=O)(=O)NC(CC(=O)N2CCC3(CC2)OCCO3)C(C)C)cc1 (stereo not given)	0	2	-2	-3.7	-1	4	-9	-3	-0.1	11	3
38	CCC1C(c2ccccc2)NC(c2ccccc2)CC1(O)c1ccc(F)cc1 (stereo not given)	-5	-1	-8	-0.6	18	7	5	-1	0.5	-5	4
35	Cc1cc(-c2ccccc2)cc(-c2ccccc2)[n+]1CCc1ccccc1	-5	2	65*	-2.6	-30	-1	16	-20	0.3	-36	1

One compound at a time (already shown). Screens in order: CaV13 FRET inh | NR2E3 ag-1 | TRPM1 prom inh | hiPSC survival | HIF-2a block | Exocytosis inh | NR2E3 ag-2 | Vif imaging | aDG glyco up | Peg3 prom inh | PDI turbidity
Nc1nc(N)c2cnnn2n1 is listed with -7 | . | -8 | 3.9 | 9 | -10 | -2 | 3 | 0.3 | -1 | -3
COc1ccc(-c2ccc(OC)c(OC)c2OC)cc1 is listed with -2 | . | 7 | -1.0 | -154 | -2 | -87 | -3 | 0.0 | -65 | -11
O=C(Cc1ccc([N+](=O)[O-])cc1)N1CCN(Cc2ccc3c(c2)OCO3)CC1 is listed with -20 | 3 | . | -0.4 | 3 | 0 | -25 | -2 | 0.0 | 5 | -2
